# GASC-1 inh: inhibitors of GASC-1 histone demethylase, primary screen, biochemical, fluorescence, DELFIA europium | Lysine-specific demethylase 4C (Homo sapiens), Q9H3R0 | GST-JMJD2C(1-420) H3K9me3 demethylation | inhibition, % at 2.35 µM | 0.069% of 330,000 active | AID 2099, 2009;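 active means more than half of a compound's replicate wells show inhibition beyond 50%, single wells judged on their own value; inconclusive means some, but no more than half, of replicates pass 50% inhibition; inactive means no replicate passes 50% inhibition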;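 further: signal counts dimethyl H3K9 product captured on neutravidin plate; 0% = median of DMSO wells and 100% = 0.3 times that DMSO median; strong numbers were not always called active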
# Target sequence (Q9H3R0 1-420 limits assumed): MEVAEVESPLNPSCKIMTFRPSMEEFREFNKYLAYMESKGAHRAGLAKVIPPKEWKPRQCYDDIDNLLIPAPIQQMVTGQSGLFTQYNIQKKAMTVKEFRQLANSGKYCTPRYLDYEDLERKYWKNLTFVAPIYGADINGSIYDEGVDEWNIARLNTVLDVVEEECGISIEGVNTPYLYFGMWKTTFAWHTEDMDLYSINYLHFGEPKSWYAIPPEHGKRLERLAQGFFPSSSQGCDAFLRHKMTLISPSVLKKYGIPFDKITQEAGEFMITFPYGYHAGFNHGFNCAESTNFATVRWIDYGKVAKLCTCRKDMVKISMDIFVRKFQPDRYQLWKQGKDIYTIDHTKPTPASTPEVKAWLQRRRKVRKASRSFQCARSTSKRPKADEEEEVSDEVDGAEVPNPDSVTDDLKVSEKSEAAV
# proCasp7 act: procaspase-7 activators, primary screen, counter-screen for procaspase-3 activator project, biochemical, absorbance, HTS, human; Caspase-7 (Homo sapiens), P55210; recombinant procaspase-7, Ac-DEVD-pNA absorbance 405 nm; D23A/D198A/D206A triple mutant, cannot self-cleave; scale: DMSO 0, 5 µM enzyme 100; activation, % at 8.5 µM; 0.093% of 330,000 active; AID 463210, 2010;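 active means percent activation above the screen-wide mean plus 3 SD, cut at about 25% in these data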
#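 Replicates: singlicate. Assay system: Procaspase-7 triple mutant (PC-7 D3A). Signal: 405 nm absorbance of p-nitroaniline. Times: 1 h preincubation, 2 h reaction. Buffer or medium: Zinc-free HEPES pH 7.4 with 300 mM NaCl, 0.01% Triton X-100. Also added: DEVD-pNA substrate. Benchmarks: DMSO wells as 0%, DMSO with 5 µM added PC-7 as 100%.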
# core dimer inh: inhibitors of HCV core protein dimerization, primary screen, biochemical, TR-FRET, high-throughput | 0.33% of 300,000 active | inhibition, % at 5 µM | AID 1899, 2009 | TR-FRET GST/Flag-core106 dimerization, 1536-well;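 active means inhibition above the mean of all tested compounds plus 3 SD, set per screening campaign, cut at about 45% in these data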
#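 test system = GST/Flag-tagged HCV core106 proteins | probe or stimulus = Eu donor and XL665 acceptor anti-tag antibodies | times = compound-protein-antibody incubation 4 h at 22.5 °C | signal = TR-FRET, excitation 340 nm, emission 617 and 671 nm | measure = percent inhibition of core106 dimerization signal | controls = wells lacking GST-core106 and wells with excess unlabelled core106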
# PP5 inh: PP5 phosphatase inhibitors, primary screen, biochemical, fluorescence | Serine/threonine-protein phosphatase 5 (Homo sapiens), P53041 | 0.18% of 320,000 active | purified PP5c, OMFP substrate fluorescence | inhibition, % at 6.7 µM | AID 1987, 2009;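 active means inhibition above the campaign's mean inhibition across all tested compounds plus 3 SD, cut at about 9.5% in these data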;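 further: 0% = DMSO only and 100% = 100 µM cantharidin control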
# VLA-4 inh: inhibition in human VLA-4 binding assay, primary screen, VLA-4 allosteric modulator project, MLPCN library, flow cytometry, VLA-4 expressing cells; Integrin alpha-4 (Homo sapiens), P13612; inhibition, % (about 7 µM as worked out from the volumes in the protocol); ligand binding flow cytometry; 0.2% of 330,000 active; in the data active means inhibition above about 50%
# GRK2 aptamer HTS: compounds blocking aptamer binding on GRK2 – biochemical, human GRK2, bead flow cytometry, HTS, primary screen; Beta-adrenergic receptor kinase 1 (Homo sapiens), P25098; inhibition of aptamer binding, % at 10 µM; FAM-aptamer displacement from GRK2; 0.59% of 330,000 active;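 active means inhibition of aptamer binding above 40%, roughly 3 SD of noise, on plates passing a quality check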;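 further: median bead fluorescence of bound FAM aptamer so fluorescent compounds give negative values; no value below 0 was filed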
# Target sequence (P25098 whole entry, looked up): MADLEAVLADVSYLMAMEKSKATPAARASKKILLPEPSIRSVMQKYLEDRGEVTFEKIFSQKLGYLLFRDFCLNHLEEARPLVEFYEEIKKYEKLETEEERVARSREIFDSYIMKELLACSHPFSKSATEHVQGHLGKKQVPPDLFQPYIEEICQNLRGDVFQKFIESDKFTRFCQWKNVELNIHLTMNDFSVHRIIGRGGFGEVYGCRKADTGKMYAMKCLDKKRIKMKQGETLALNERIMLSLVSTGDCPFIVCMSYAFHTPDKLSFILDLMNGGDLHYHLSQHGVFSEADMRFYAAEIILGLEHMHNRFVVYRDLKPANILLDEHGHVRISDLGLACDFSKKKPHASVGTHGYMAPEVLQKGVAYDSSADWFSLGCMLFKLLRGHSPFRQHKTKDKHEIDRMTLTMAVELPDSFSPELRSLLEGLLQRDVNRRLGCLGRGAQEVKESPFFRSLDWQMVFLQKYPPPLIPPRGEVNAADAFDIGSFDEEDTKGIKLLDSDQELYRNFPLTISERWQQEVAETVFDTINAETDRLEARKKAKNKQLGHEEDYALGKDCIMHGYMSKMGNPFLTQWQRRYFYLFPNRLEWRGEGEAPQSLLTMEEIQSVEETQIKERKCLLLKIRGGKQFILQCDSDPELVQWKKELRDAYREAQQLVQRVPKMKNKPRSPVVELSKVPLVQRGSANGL
# PP1 inh: PP1-alpha phosphatase inhibitors, primary screen, counter-screen for PP5 inhibitor project, biochemical, fluorescence, OMFP substrate, single point; Serine/threonine-protein phosphatase PP1-alpha catalytic subunit (Homo sapiens), P62136; purified PP1alpha; inhibition, % at 6.7 µM; 0.9% of 320,000 active;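 active means inhibition above the mean inhibition of all tested compounds plus 3 SD, computed separately for each screening campaign, cut at about 15% in these data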
# procasp3 activ: activators of human procaspase-3 D3A mutant, primary screen, biochemical, absorbance, PC-3 D3A mutant, single concentration. 0.11% of 330,000 active. Caspase-3 (Homo sapiens), P42574. recombinant procaspase-3 D3A, Ac-DEVD-pNA absorbance 405 nm. activation, % at 8.5 µM;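 active means activation above the mean of all tested compounds plus 3 SD, cut at about 21% in these data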;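 further: 0% = DMSO alone and 100% = DMSO wells spiked with extra 5 µM PC-3 D3A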
#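 Test system: Procaspase-3 D3A mutant, all three cleavage aspartates alanine | Dosing: Single dose, 8.5 µM nominal compound, 0.8% DMSO | Schedule: 1 h preincubation, 2 h reaction | Technique: 405 nm absorbance of p-nitroaniline, reads at 0 and 120 min | Repeats: One well per compound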
# Fh CTSL1 inh: Fasciola hepatica cathepsin L1 inhibitors, primary screen, counter-screen for PFM18AAP inhibitor project, biochemical, QFRET, fluorogenic peptide substrate; inhibition, % at 5.96 µM; recombinant F. hepatica cathepsin L1, Z-Leu-Arg-MCA fluorescence; 0.49% of 300,000 active;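 active means inhibition above the mean of all tested compounds plus 3 SD, set per screening campaign, cut at about 17% in these data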;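 further: 0% = plate median of test compound wells and 100% = 1 µM Z-Phe-Ala-diazomethylketone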
# * = called active by the depositor; ? = inconclusive; . = not tested or not shown. This is a random part of the collection (roughly 2.6% active in at least one column).
SMILES,GASC-1 inh,proCasp7 act,core dimer inh,PP5 inh,VLA-4 inh,GRK2 aptamer HTS,PP1 inh,procasp3 activ,Fh CTSL1 inh
CC(=O)c1cccc(NC(=O)CN2C(=O)NC3(CCCCCCC3)C2=O)c1,3.9,-0.1,6.5,-0.2,2.8,100.0*,-1.4,5.5,-20.9
CCC(=O)c1coc2ccc(O)cc12,-11.9,8.3,-7.4,5.4,0.2,0.0,-3.9,4.1,-1.9
O=C(Cc1ccccc1F)N1CCN(S(=O)(=O)c2ccc(Cl)cc2)CC1,11.8,6.0,.,4.3,41.2,0.0,-2.9,-1.1,.
Cc1ccccc1NC(C)C(=O)N/N=C/c1c[nH]c2ccccc12 (centres undefined),8.6,6.4,-0.3,4.0,4.8,0.0,1.9,0.1,9.0
COc1cc(CC(=O)OCC(=O)Nc2ccc(N3CCOCC3)cc2)cc(OC)c1OC,7.7,1.3,-5.3,0.5,10.0,0.0,-3.2,-0.7,-2.8
Cc1nc2ccc(S(=O)(=O)NCC(=O)NCCN3CCCCC3C)cc2s1 (centres undefined),2.5,11.8,-0.8,0.3,14.5,0.0,-4.3,3.4,-0.3
O=C1CCc2cc(NS(=O)(=O)c3ccc(Cl)cc3)cc3c2N1CC3,-11.6,-6.4,-0.6,-0.7,-10.4,4.0,1.1,-3.3,2.3
O=C(NC1CCCc2ccccc21)c1cccc(S(=O)(=O)N2CCN(c3ccccc3)CC2)c1 (centres undefined),8.0,-4.3,35.4,4.6,18.9,2.0,15.4*,-0.4,0.3
Cn1cc(CCC(=O)NC2CC2)c2ccccc21,-2.6,2.4,4.2,-1.0,12.0,0.0,0.0,4.0,0.1
CC(=O)Nc1ccc(NC(=O)COC(=O)c2ccccc2SCC(=O)N2CCCC2)cc1,1.8,2.3,1.8,-0.8,-5.0,0.0,57.9*,-1.0,-11.9
CC(NC(=O)Nc1ccc([N+](=O)[O-])cc1)C(c1ccccc1)N1CCOCC1 (centres undefined),-6.8,1.2,0.9,1.1,8.8,2.0,-1.2,-0.8,-0.4
N#Cc1ccccc1Cn1cc(/C=C/[N+](=O)[O-])c2ccccc21,0.6,-6.6,18.1,2.5,42.2,0.0,7.9,-12.4,-3.2
CSc1ccccc1C(=O)N(C)Cc1ccccc1,-5.3,-0.4,-2.4,-0.7,1.1,3.0,2.8,3.1,-1.9
CC(OC(=O)c1cc(O)c2ccccc2c1O)C(=O)Nc1ccc(C(N)=O)cc1 (centres undefined),-2.1,0.7,0.8,0.9,-19.7,2.0,-2.7,-11.8,0.3
Nc1nc(COc2ccccc2)cs1,2.8,1.8,-2.1,2.0,2.3,0.0,-4.1,5.2,2.5
O=C(Nc1cccc(C(F)(F)F)c1)c1cccnc1NCCO,-18.8,3.8,0.1,1.1,11.9,1.0,-0.1,0.9,2.0
CCOc1ccc(C2C(C(=O)c3ccco3)=C(O)C(=O)N2CCN2CCOCC2)cc1OCC (centres undefined),10.1,-48.4,-7.4,-1.1,14.5,1.0,-1.5,-9.3,0.4
CN(C)N1C(=O)CC(N2CCCCC2)C1=O (centres undefined),-1.7,-0.2,-1.9,0.7,12.7,0.0,-6.8,3.3,-1.9
O=C(Nc1nnc(COc2ccc(F)cc2)s1)Nc1ccccc1F,-7.0,-0.4,-8.3,0.1,-11.5,1.0,-2.1,-1.5,-2.8
CCCNS(=O)(=O)c1ccc(CCC(=O)N2CCC(C)CC2)cc1,0.8,3.1,3.4,-1.1,-5.7,0.0,-3.6,2.8,-4.2
CCCc1c(C)c2c(C)[nH]nc2oc1=O,-1.1,-5.0,1.5,0.9,4.1,2.0,3.9,0.1,1.5
NS(=O)(=O)c1ccc(CCNC(=O)COC(=O)Cc2c(F)cccc2Cl)cc1,-15.3,-4.3,-2.3,2.4,16.9,0.0,-2.4,5.1,-4.1
CCOC(CNC(=O)c1ccc2c(c1)ncn2-c1cccc(F)c1)OCC,0.2,-4.4,0.8,1.7,-5.2,2.0,-0.2,-2.6,5.0
CCOC(CCn1c(SCC(=O)NC2CCCC2)nc2ccccc2c1=O)OCC,3.7,5.9,-0.2,1.0,5.0,1.0,0.9,-2.8,-3.0
O=C(COC(=O)c1cccnc1)Nc1cccc(Cl)c1,0.2,2.5,13.0,0.9,16.4,0.0,-1.1,0.5,-7.0
CCOc1ccc(N(CC(=O)Nc2ccc(F)c(F)c2)S(=O)(=O)c2c(C)noc2C)cc1,3.1,-10.2,0.1,6.1,-13.6,0.0,-6.3,0.1,4.1
Cc1cc(C)cc(NC(=O)CCN2CC(C)OC(C)C2)c1 (centres undefined),-3.4,9.4,0.0,0.4,-0.5,3.0,-4.4,1.7,0.1
CCN(C(=O)COC(=O)c1cc2ccccc2cc1O)C1CCS(=O)(=O)C1 (centres undefined),?,-8.0,4.5,0.1,0.1,2.0,-2.5,3.2,2.2
COC(=O)/C(=C\c1ccc2c(c1)c1ccccc1n2C)NC(=O)c1ccccc1,-5.2,9.3,14.1,3.3,-12.1,1.0,1.9,8.7,1.9
O=Cc1ccccc1-n1cccn1,18.6,0.7,-1.6,-1.7,-1.0,0.0,-2.4,1.1,-3.0
Cc1cccc(-n2c(=O)[nH]c3c(C(N)=O)nc(-c4ccccc4Cl)nc32)c1,-2.5,10.6,-1.1,0.2,9.3,2.0,1.6,12.0,2.5
COc1ccc(-c2noc(N3CCC(C(=O)Nc4ccc(F)cc4F)CC3)n2)cc1,13.7,5.8,7.2,0.7,15.8,3.0,0.9,0.3,1.8
CC(=O)N1CCN(CC(=O)NC(=O)Nc2ccc3c(c2)OCCO3)CC1,4.1,11.3,2.3,-1.6,5.9,1.0,-10.3,7.2,3.5
COc1ccccc1NS(=O)(=O)c1ccc(C)c(NC(=O)c2c(C)noc2C)c1,-1.1,1.6,.,1.1,-3.0,0.0,-0.7,17.7,.
NC(=O)c1c(NC(=S)Nc2ccc(F)cc2)sc2c1CCCC2,8.7,-10.6,8.5,2.2,5.5,0.0,-0.8,-15.1,1.1
CC1CCc2nc3ccc(S(=O)(=O)N4CCC(C(=O)NC(C)c5ccccc5)CC4)cc3c(C(=O)O)c2C1 (centres undefined),6.5,-7.5,18.8,-0.5,22.3,2.0,-0.8,0.7,0.4
Cc1cc(NC(=O)c2cc(-c3cccc(Cl)c3)on2)no1,7.4,9.9,0.5,0.0,-6.5,0.0,-5.8,0.7,-2.6
Cc1ccc(NC(=O)CSc2nnc(Cc3ccccc3)o2)c(C)c1,-1.8,6.9,4.4,1.3,6.8,1.0,-1.1,5.0,-0.3
O=C(Nc1ccc2c(c1)OCO2)N1CCN(C(=O)C2CCCO2)CC1 (centres undefined),8.9,-38.3,-4.2,0.6,37.0,0.0,-2.4,-16.5,-1.9
Cc1ccc(C(=O)NCc2ccncc2)cc1S(=O)(=O)N1CCCCC1,-10.8,12.6,8.1,1.5,11.9,5.0,-1.8,6.7,-4.0

# 3 compounds already listed, sorted by the number in VLA-4 inh, largest number first.
structure	VLA-4 inh
O=C(Nc1ccc2c(c1)OCO2)N1CCN(C(=O)C2CCCO2)CC1 (centres undefined)	37.0
COc1ccccc1NS(=O)(=O)c1ccc(C)c(NC(=O)c2c(C)noc2C)c1	-3.0
Cc1cc(NC(=O)c2cc(-c3cccc(Cl)c3)on2)no1	-6.5

# Going on with the list.
SMILES,GASC-1 inh,proCasp7 act,core dimer inh,PP5 inh,VLA-4 inh,GRK2 aptamer HTS,PP1 inh,procasp3 activ,Fh CTSL1 inh
CCOC(=O)/C=C/[C@H]1CCc2cccc(C)c2O1,1.4,13.6,.,-1.7,7.7,0.0,-2.0,7.3,.
CCCNS(=O)(=O)c1ccc(N2CCCC2=O)c([N+](=O)[O-])c1,-5.1,-6.0,-6.0,0.5,13.7,2.0,0.5,-7.5,-1.0
COc1ccc(NC(=O)C(NC(=O)c2ccccc2)C(C)C)cc1 (centres undefined),4.3,4.0,-4.3,3.6,6.7,1.0,-2.2,3.8,-2.6
CCn1cc(/C=N\NC(=O)c2ccccc2Cl)cn1,3.2,3.4,-0.8,1.1,-12.6,2.0,-1.0,1.4,-1.5
CN(C(=O)CCN1C(=O)c2ccccc2C1=O)c1ccccc1,0.8,2.4,8.0,0.0,14.3,1.0,-0.1,1.1,1.3
O=C(NCCN=C1NS(=O)(=O)c2ccccc21)c1ccco1,-0.6,0.1,-1.3,2.3,14.8,0.0,-2.3,-4.2,-3.0
CSc1nc(-c2ccco2)nn1C(=O)c1ccc(C)cc1,-5.0,-0.7,-1.0,2.5,-35.4,0.0,-3.9,7.2,2.5
CCc1ccc(/C=C2\Oc3c(ccc(O)c3CN3CCN(C)CC3)C2=O)cc1,2.3,-15.3,-1.8,1.5,-2.1,4.0,-1.8,-17.9,2.7
CC(=O)Nc1cccc(OCC(=O)NS(=O)(=O)c2ccc(C)cc2)c1,-15.1,10.8,-2.8,2.1,0.8,4.0,-1.7,-3.9,1.5
COc1cc(C(=O)OCc2cc3ccccc3[nH]c2=O)cc(OC)c1OC,7.3,4.5,-6.8,3.1,11.8,29.0,-3.0,-1.7,3.2
COc1ccc(C(CNC(=O)C(C)(C)Oc2ccc(Cl)cc2)N2CCCCC2)cc1 (centres undefined),7.0,6.0,-3.7,-0.7,-8.2,0.0,-0.9,4.5,-2.1
Cc1ccc(Cn2c(=O)n(Cc3ccco3)c(=O)c3ccccc32)cc1,-4.4,3.2,16.3,1.1,-4.5,0.0,-1.3,-5.0,3.1
COc1ccccc1NC(=O)N(Cc1ccco1)Cc1cc2ccc(C)c(C)c2[nH]c1=O,-32.3,2.8,15.5,2.5,-2.3,0.0,1.1,3.9,1.9
OC1(c2ccc(Cl)c(Cl)c2)C[n+]2ccccc2N1Cc1ccccc1 (centres undefined),-19.4,11.1,3.3,0.2,4.0,0.0,-1.3,4.8,5.6
COc1cc(S(=O)(=O)NCCN2CCOCC2)c(OC)cc1Cl,110.7,2.6,-1.2,0.6,-5.3,3.0,-5.1,-1.1,1.6

# Assay outcomes as filed in PubChem.
